V-ATPase pH = regulators of yeast V-ATPase proton transport. S. cerevisiae, pHLuorin cytosolic pH fluorescence. actives 0.37% (n = 350,000). response, % at 10 µM; in the data active = response mostly above about 7.3%, no sharp cut-off; inactive = mostly below about 5.4%; note: actives read high; inactives centre near 0; some compounds called inactive have numbers as strong as hits; reference of the scale not given here
OPRM1-OPRD1 ag = agonists of human mu-delta opioid receptor heterodimerization; P35372+P41143; cells, OPRM1-OPRD1 heterodimerization, luminescence; activation, % at 9.3 µM; actives 0.3% (n = 340,000); AID 504326; in the data active = activation above about 18%;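 note: 0% = vehicle-treated cells and 100% = reference agonist; values of inactives mirror those of a sister screen read the other way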
Arr AP2 block = blocks beta-arrestin peptide binding to AP2 adaptin; inhibition, % at 10 µM; actives 0.31% (n = 340,000); FITC-arrestin peptide / GST-AP2 beads, flow cytometry; AP2 beta2 appendage carries R879A mutation;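 active = inhibition above a set limit, near 3 SD of compounds lacking own fluorescence, cut at about 54% in these data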;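 note: plate controls were DMSO wells for no effect and 5 µM unlabelled arrestin peptide for full effect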
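System: GST-AP2 R879A glutathione beads. Medium: PBS with 0.05% Tween 20 and 0.1% BSA. Also added: FITC-arrestin peptide, 50 nM. Incubation: 12 min plus 1 h, RT. Measured by: high-throughput flow cytometry of beads, ex 488, em 535 nm. Evaluation: percent drop in bead-associated FITC signal.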
OPRM1-OPRD1 inv = mu-delta opioid heterodimer inverse agonism; AID 504357; cell-based MOR-DOR heterodimer luminescence; P35372+P41143; actives 0.21% (n = 340,000); inhibition, % at 9.3 µM; in the data active = inhibition above about 22%, passing the limit was not always enough;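 note: 0% = cells with DMSO and 100% = wells without cells with DMSO; values of inactives mirror those of a sister screen read the other way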
LANA DNA inh = KSHV C-LANA DNA binding inhibition; AID 504423; actives 0.078% (n = 340,000); MBP-C-LANA/FAM-LBS DNA binding, fluorescence polarization; inhibition, % at 9 µM;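 active = highest replicate inhibition at or above 60% at 9 µM, even if other replicates fall short; inactive = all replicates below 60% inhibition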;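 note: 0% = neutral control wells and 100% = 4 µM acridine orange control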
Pemphigus Ab inh = inhibitors of pemphigus antibody binding to human desmoglein-3; P32926; DSG3-coupled beads, scFv-anti-DSG3-GFP binding, flow cytometry; hits give low values; binding (percent of control), % at 10 µM; actives 0.48% (n = 310,000); AID 588358;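 active = binding more than 3 SD below its plate's average and above zero; inconclusive = below that plate limit but binding exactly zero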;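 note: hits lower antibody fragment binding to DSG3; some compounds called inactive have numbers as strong as hits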
Wnt act = Wnt/beta-catenin pathway activation; actives 1.2% (n = 300,000); Wnt/beta-catenin reporter cell assay, activator, plate reader; activation, % at 9.35 µM; in the data active = activation above about 30%, passing the limit was not always enough; inconclusive = no clear call, values can overlap the other calls;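 note: 0% = neutral control wells and 100% = positive control wells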
Keap1-Nrf2 PPI = inhibitors of human Keap1-Nrf2 protein-protein interaction; AID 504523; Q14145; Keap1 Kelch-Nrf2 peptide fluorescence polarization, 1536-well; actives 0.15% (n = 340,000); inhibition, % at 9.4 µM; in the data active = inhibition above about 12%; inconclusive = no clear call, values can overlap the other calls; inactive = below about 7.3%;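 note: human Keap1 Kelch domain with fluorescein labeled Nrf2 9mer peptide probe; 0% = neutral control wells and 100% = peptide positive control; higher means more block of Keap1 binding to Nrf2 peptide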
Target sequence (Q14145 whole entry, looked up, the tested form may be a part): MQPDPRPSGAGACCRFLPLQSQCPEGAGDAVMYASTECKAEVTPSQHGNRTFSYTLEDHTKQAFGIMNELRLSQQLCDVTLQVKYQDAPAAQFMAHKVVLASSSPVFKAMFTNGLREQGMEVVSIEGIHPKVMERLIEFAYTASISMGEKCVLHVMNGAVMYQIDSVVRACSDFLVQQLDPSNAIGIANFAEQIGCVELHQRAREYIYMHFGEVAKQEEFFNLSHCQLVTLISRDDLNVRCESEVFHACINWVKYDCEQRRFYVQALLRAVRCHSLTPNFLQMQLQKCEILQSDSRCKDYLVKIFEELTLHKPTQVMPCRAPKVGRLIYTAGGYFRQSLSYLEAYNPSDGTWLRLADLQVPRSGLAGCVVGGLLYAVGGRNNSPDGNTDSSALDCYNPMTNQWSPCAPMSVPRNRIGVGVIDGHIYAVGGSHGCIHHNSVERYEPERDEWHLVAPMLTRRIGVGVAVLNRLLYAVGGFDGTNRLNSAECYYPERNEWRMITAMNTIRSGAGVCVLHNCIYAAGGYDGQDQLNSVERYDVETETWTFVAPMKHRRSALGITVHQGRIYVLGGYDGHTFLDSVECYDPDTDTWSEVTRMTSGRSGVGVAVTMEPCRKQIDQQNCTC
RTF Ca sens act = increases calcium sensitivity of human cardiac regulated thin filaments | P19429+P45379 | IANBD-labeled TnC RTF fluorescence at EC20 calcium; 0% EC20 calcium, 100% full calcium | activation, % at 7.2 µM | actives 0.24% (n = 340,000);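 active = activation above the mean over all tested compounds plus 3 SD, cut at about 30% in these data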;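 note: rise in fluorescence read as greater calcium sensitivity of cardiac thin filaments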
RTF Ca sens inh = cardiac RTF calcium desensitization | IANBD-labeled cardiac RTF, Ca2+ fluorescence | inhibition, % at 7.15 µM | AID 493244 | P19429+P45379 | actives 0.12% (n = 340,000);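 active = inhibition above the mean inhibition of all tested compounds plus 3 SD, cut at about 17% in these data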;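 note: assay run at fixed EC70 calcium of 1.6 mM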
* hit, by the source's call; u = inconclusive; x = not tested or not shown.

Under each structure – V-ATPase pH | OPRM1-OPRD1 ag | Arr AP2 block | OPRM1-OPRD1 inv | LANA DNA inh | Pemphigus Ab inh | Wnt act | Keap1-Nrf2 PPI | RTF Ca sens act | RTF Ca sens inh
1	O=C(Nc1ccccc1N1CCCC1)c1ccccc1F
 : 1 | 2.4 | -11 | -11 | 0.6 | 98 | 0 | -1 | 4 | -6
2	Cc1ccc(S(=O)(=O)c2ccc(Cl)cc2)cc1S(=O)(=O)N1CCOCC1
 : -3 | -0.6 | -6 | 3 | 1.3 | 100 | -1 | 4 | 2 | -3
3	c1ccc(CNc2ncnc3c2cnn3-c2ccccc2)cc1
 : 0 | -0.2 | -3 | 1 | 1.1 | 79 | x | -3 | -1 | -3
4	Nc1nc(SCc2ccccc2)c2ncn(CCO)c2n1
 : -4 | -1.2 | 22 | 6 | 3.1 | 118 | -2 | -2 | -5 | 2
5	CCOC(=O)c1c(/N=C/C2C(=O)CC(C)(C)CC2=O)sc2c1CCCC2
 : 2 | -0.6 | -1 | 3 | -0.3 | 107 | 0 | 3 | -1 | -2
6	CNC(=O)Cn1nc(-c2ccc(Cl)cc2)c2ccccc2c1=O
 : -1 | -3.6 | 15 | 16 | -0.1 | 92 | x | -2 | 1 | -2
7	O=C(CCN1CCN(C/C=C/c2ccccc2)CC1)Nc1ccccc1F
 : 3 | -0.7 | 9 | 4 | 0.3 | 104 | 13 | -2 | 2 | -6
8	COc1ccc(NC(=O)CN(C)C(=O)c2cc(-c3ccncc3)nc3ccccc23)cc1
 : -2 | -3.5 | -3 | 19 | 0.8 | 101 | 0 | -2 | -2 | -8
9	COc1ccc(Nc2ncccc2C(=O)NCc2ccccc2)cc1
 : 7 | 1.7 | 58* | -9 | 2.1 | 95 | -4 | 1 | -10 | -1
10	CCOc1ccc(CN(C)C(=O)c2cccnc2SC)cc1OC
 : -3 | -0.1 | 10 | 0 | 0.0 | 104 | -2 | -3 | 0 | 12
11	CC(C)CC(=O)N1CCN(Cc2ccc3ccccc3c2)CC1
 : -6 | -1.8 | 44 | 9 | -1.7 | 110 | 0 | -4 | -5 | -3
12	COc1ccc(C(=O)Nc2nncs2)cc1S(=O)(=O)N1CC(c2ccccc2)CC1=O (centres undefined)
 : -3 | -3.3 | 2 | 17 | 0.0 | 107 | -2 | -4 | 2 | 1
13	COC(=O)c1sc2ccccc2c1NC(=O)c1ccc(S(=O)(=O)N2CCCCC2)cc1
 : 5 | -2.2 | 12 | 13 | -0.4 | 97 | -5 | -1 | -4 | 3
14	Cc1cc(C)n(C(=O)C(C)N2C(=O)c3ccccc3C2=O)n1 (centres undefined)
 : 6 | -2.1 | 4 | 11 | -1.1 | 98 | x | -3 | -9 | 0
15	CC(C)CNC(=O)c1c(F)c(F)c(F)c(F)c1F
 : -4 | -2.1 | -54 | 11 | 0.0 | 107 | -2 | 0 | 7 | -6
16	Cc1cc(C)c(C#N)c(SC(F)F)n1
 : 5 | -4.7 | 15 | 20 | -1.4 | 105 | 0 | -6 | 3 | -5
17	O=C(Cn1cnc2c(cnn2-c2ccc(F)cc2)c1=O)NCC1CCCO1 (centres undefined)
 : -3 | -1.9 | 24 | 10 | 0.1 | 104 | x | 0 | -1 | 0
18	Cc1ccc(NNC(=O)c2cc(C(C)(C)C)nn2Cc2ccccc2)cc1
 : -2 | -4.5 | 23 | 23 | 1.9 | 105 | 3 | 1 | 4 | -11
19	CN1C(=O)CC(c2ccccc2)C1=O (centres undefined)
 : 1 | 0.0 | 3 | 0 | 1.5 | 94 | -1 | -6 | 6 | 8
20	Cc1ccc(NC(=O)CC2(CC(=O)O)CCCC2)c(C)c1
 : -2 | -3.9 | 35 | 18 | -0.1 | 104 | -3 | 0 | -3 | 2
21	O=C(Cn1nnc(-c2ccccc2Cl)n1)N/N=C/c1ccc2c(c1)OCO2
 : -5 | 3.2 | -11 | -20 | 1.4 | x | -1 | 3 | -5 | 7
22	N#C/C(=C/c1ccc(Sc2nc3ccccc3[nH]2)o1)c1cccc(F)c1
 : -1 | -1.8 | -10 | 10 | 1.3 | 105 | x | 1 | -7 | 3
23	Nc1cc(C(F)(F)F)cc2c1SCC(=O)N2
 : -1 | 1.6 | -8 | -8 | 2.6 | 107 | 0 | -3 | 12 | 2
24	O=C(O)CC(NC(=O)Nc1ccccc1)c1ccc(OC2CCCC2)cc1 (centres undefined)
 : 0 | -2.0 | -4 | 10 | -0.5 | 99 | -3 | 2 | -2 | -6
25	CCCCNc1nc(CC)c2c(c1C#N)CCCC2
 : 2 | -0.2 | 2 | 1 | 1.5 | 109 | 0 | -2 | -5 | 6
26	COc1ccc(-c2nc3ncccn3c2Br)cc1
 : 7 | -1.6 | 30 | 8 | 0.2 | 102 | 5 | 7 | -3 | -7
27	O=C(COC(=O)CNS(=O)(=O)c1cccc(Br)c1)Nc1ccccc1Sc1ccccc1
 : 1 | 3.5 | -4 | -18 | 1.0 | 108 | 0 | -5 | 3 | 2
28	COc1ccc(N(CC(=O)Nc2ccc3c(c2)OCCO3)S(=O)(=O)c2c(C)noc2C)cc1
 : 0 | -1.5 | -5 | 8 | -0.6 | 95 | x | 3 | -5 | 0
29	CCn1c(COc2cccc(OC)c2)nnc1SCC(=O)Nc1cccc(OC)c1
 : -2 | -2.1 | 16 | 10 | 1.0 | 112 | x | -2 | -1 | 2
30	CC1CN(c2ccc([N+](=O)[O-])c(NCCOc3ccc(Cl)cc3)c2)CC(C)N1 (centres undefined)
 : -3 | 1.6 | 3 | -8 | -3.2 | 112 | -3 | 5 | -13 | 2

31: Cc1cc(=O)n2nc(N3CCCC(C(=O)NCCC4=CCCCC4)C3)sc2n1 (centres undefined)
32: CCn1ncc(Br)c1C(=O)Nc1ccc(F)cc1F
33: CCN(CC(=O)Nc1ccccc1C(F)(F)F)C(=O)CCc1nc2sc3c(c2c(=O)[nH]1)CCCC3
34: COc1ccc(O)c(-c2cc(-c3ccc(F)cc3)n[nH]2)c1
35: Cc1nn(-c2ccccn2)c2nc(-c3cccs3)cc(C(=O)NCc3ccco3)c12
36: CCOC(=O)CSc1nc(Nc2ccc3c(c2)OCO3)c2ccccc2n1
37: NC(=O)c1oc2ccccc2c1NC(=O)CCc1ccccc1
38: CC(C)(C)OC(=O)NC(Cc1ccccc1)C(=O)NC(CSC1CCCCO1)C(=O)NN (centres undefined)
assay / entry	31	32	33	34	35	36	37	38
V-ATPase pH	5	8	-5	-1	-3	1	-1	3
OPRM1-OPRD1 ag	-2.1	-0.6	-1.3	9.2	0.4	0.5	-2.4	-1.7
Arr AP2 block	4	5	22	7	6	0	0	13
OPRM1-OPRD1 inv	12	3	9	-47	-2	-3	13	8
LANA DNA inh	-1.4	-1.5	0.1	0.3	-0.6	0.9	-0.8	-0.2
Pemphigus Ab inh	96	123	98	96	82	101	102	92
Wnt act	-2	-1	-2	u	x	x	-1	1
Keap1-Nrf2 PPI	2	-4	-1	-4	-9	-1	0	1
RTF Ca sens act	6	-5	0	3	-4	-3	2	-6
RTF Ca sens inh	-13	-10	-3	3	-5	-9	-10	-1

Record cards (already shown). Screens in order: V-ATPase pH | OPRM1-OPRD1 ag | Arr AP2 block | OPRM1-OPRD1 inv | LANA DNA inh | Pemphigus Ab inh | Wnt act | Keap1-Nrf2 PPI | RTF Ca sens act | RTF Ca sens inh
CNC(=O)Cn1nc(-c2ccc(Cl)cc2)c2ccccc2c1=O is listed as -1 | -3.6 | 15 | 16 | -0.1 | 92 | x | -2 | 1 | -2
CC(C)CNC(=O)c1c(F)c(F)c(F)c(F)c1F is listed as -4 | -2.1 | -54 | 11 | 0.0 | 107 | -2 | 0 | 7 | -6

Continuation:
39: COc1c(NC=O)c2c(c([N+](=O)[O-])c1OC)C(=O)OC2
40: CCC(c1nnc(SCC(=O)Nc2ccc(C(C)=O)cc2)n1C1CCCCC1)N(C)C (centres undefined)
41: Brc1ccc(OCCCCN2CCCCC2)cc1
42: Nc1c(N(Cc2ccco2)C(=O)COc2ccccc2)c(=O)[nH]c(=O)n1Cc1ccccc1
43: COC(=O)c1ccccc1Oc1c(F)c(F)nc(N2CCOCC2)c1F
44: CC(=O)Nc1nnc(CCS(=O)(=O)c2ccc(C)c(C)c2)s1
45: CS(=O)(=O)N(CC(=O)NCc1cccnc1)C1CCCCC1
46: Cc1ccc(NC(=O)Nn2cnnc2)cc1
assay / entry	39	40	41	42	43	44	45	46
V-ATPase pH	0	1	0	-1	2	-1	1	-2
OPRM1-OPRD1 ag	-2.0	1.0	-0.8	-1.4	0.5	0.1	-3.0	-1.4
Arr AP2 block	7	2	37	-7	3	4	19	49
OPRM1-OPRD1 inv	11	-7	4	6	-3	-1	15	10
LANA DNA inh	0.6	-0.8	1.4	-0.5	0.2	-0.1	1.0	0.5
Pemphigus Ab inh	99	94	101	x	96	6.1*	112	99
Wnt act	-1	-2	-2	-1	-2	5	1	-1
Keap1-Nrf2 PPI	-1	-5	2	2	0	-2	0	1
RTF Ca sens act	-1	-2	-5	4	0	-4	8	-2
RTF Ca sens inh	7	6	4	-7	2	-3	-1	-5

4 compounds from above, limited to Wnt act and V-ATPase pH:
| entry | canonical_smiles | Wnt act | V-ATPase pH |
| --- | --- | --- | --- |
| 14 | Cc1cc(C)n(C(=O)C(C)N2C(=O)c3ccccc3C2=O)n1 (centres undefined) | x | 6 |
| 39 | COc1c(NC=O)c2c(c([N+](=O)[O-])c1OC)C(=O)OC2 | -1 | 0 |
| 19 | CN1C(=O)CC(c2ccccc2)C1=O (centres undefined) | -1 | 1 |
| 38 | CC(C)(C)OC(=O)NC(Cc1ccccc1)C(=O)NC(CSC1CCCCO1)C(=O)NN (centres undefined) | 1 | 3 |

The list goes on.
47: COc1ccc(CN2C(=O)c3cccnc3C2=O)cc1S(=O)(=O)N1CCOc2ccc(C)cc21
48: C=CCN(c1ccccc1)S(=O)(=O)c1ccc(Cl)c(C(=O)OCC(=O)NCCCN2CCCC2=O)c1
49: Cc1nc2ccc(NC(=O)C3CCCCC3)cc2s1
50: CCSc1nnc(NC(=O)Nc2cccc(C)c2)s1
assay / entry	47	48	49	50
V-ATPase pH	1	1	-4	1
OPRM1-OPRD1 ag	0.1	-2.1	-2.4	3.7
Arr AP2 block	7	30	9	15
OPRM1-OPRD1 inv	0	10	10	-19
LANA DNA inh	0.0	3.3	-2.2	0.4
Pemphigus Ab inh	x	93	103	93
Wnt act	0	1	15	u
Keap1-Nrf2 PPI	-2	1	-1	3
RTF Ca sens act	5	-3	-5	-3
RTF Ca sens inh	1	-2	-8	3
